All columns: NCI-60 one-dose screen, growth in % after 48 h at 10 µM unless noted; 100 = growth as untreated, 0 = no growth, -100 = all killed.
HOP-92: HOP-92 NSCLC cells; hit rate 6.3% among 71,000
CCRF-CEM: CCRF-CEM leukemia; hit rate 7% among 77,000
A549/ATCC: A549/ATCC NSCLC | hit rate 3.7% among 81,000
SK-MEL-5: SK-MEL-5 melanoma; hit rate 6.4% among 80,000; AID 1794755
EKVX: EKVX NSCLC; AID 1794765; hit rate 3% among 71,000
M14: M14 melanoma. hit rate 6.2% among 80,000. AID 1794745
LOX IMVI: LOX IMVI melanoma; hit rate 7.4% among 79,000
HOP-62: HOP-62 NSCLC; hit rate 3.9% among 80,000; AID 1794735
The depositor's hits bear a star; nt = no result given. How the source made its calls: active means growth percent below 10; inactive means the rest.

SMILES	HOP-92	CCRF-CEM	A549/ATCC	SK-MEL-5	EKVX	M14	LOX IMVI	HOP-62
C/C(=N\NC(=O)c1nc(N)n(-c2ccc(S(N)(=O)=O)cc2)n1)c1ccc(N2CCOCC2)cc1	94	nt	98	100	99	106	96	90
N#Cc1c(N2CCN(Cc3ccccc3)CC2)nc(=S)[nH]c1-c1ccccc1	67	96	107	91	200	106	93	89
CN1CCN(CCOc2ccc(-c3cnc4c(-c5ccccc5F)cnn4c3)cc2)CC1	2.2*	5.4*	22	35	68	-80*	nt	65
Cc1ccc(C2C3=C(NC(C)(C)NC3Nc3cccnc3)OC2C(=O)c2ccc(N=[N+]=[N-])cc2)cc1 (stereo not drawn)	107	98	108	104	99	101	nt	97
CC(C)=CCCC1=C2[C@H](C[C@@]3(C)[C@H]2C[C@@H](O)[C@H]2[C@@]4(C)CC[C@@H](O)[C@@H](C)[C@@H]4CC[C@@]23C)OC1=O	92	79	79	83	84	85	93	91
COC(=O)c1ccncc1	nt	108	nt	101	106	107	106	nt
O=C(NCn1c(=O)[nH]c2ccccc2c1=O)NNc1ccccc1	94	95	100	95	76	93	87	78
CCN(Cc1cccc(CN(CC)C(=O)C(Cl)Cl)c1)C(=O)C(Cl)Cl	nt	nt	95	99	nt	104	nt	97
C=C(C)[C@@H]1CC[C@]2(COCCCN)CC[C@]3(C)[C@H](CC[C@@H]4[C@@]5(C)CC[C@H](OCCCN)C(C)(C)[C@@H]5CC[C@]43C)[C@@H]12	74	76	100	94	92	106	75	98
O=C(CNCCO)Nc1ccc2ncnc(Nc3ccc(OCc4cccc(F)c4)c(Cl)c3)c2c1	56	80	72	89	43	93	74	87
N#Cc1cnn2ccn(C3OC(COC(=O)c4ccccc4)C(OC(=O)c4ccccc4)C3OC(=O)c3ccccc3)c12 (stereo not drawn)	83	67	97	90	86	100	90	94
C/C=C/CNc1ccccc1	nt	nt	103	107	90	100	96	101
CC(=O)Nc1ccc2cnn(C(C)=O)c2c1	nt	108	107	95	100	105	95	99
CCCCCCOC(=O)c1ccccc1Cl	84	109	109	104	105	99	98	113
Cc1cc(N=Nc2ccccc2)c(N)cc1N	82	95	98	92	103	105	93	82
O=C(CCc1nnc2sc(Cc3ccccc3Cl)nn12)c1nc2ccccc2[nH]1	nt	96	100	92	92	99	88	92
COC(=O)c1cc2n(n1)-c1ncc(C(F)(F)F)cc1Oc1ccccc1-2	99	92	90	90	89	100	98	85
O=C(/C=C(/C=C/c1ccc(F)c(F)c1F)OB(F)F)/C=C/c1ccc(F)c(F)c1F	100	89	94	101	105	105	95	103
C=C(C)[C@@H]1CC[C@]2(C(=O)OC)CC[C@]3(C)[C@H](CC[C@@H]4[C@@]5(C)CC[C@H](NOCCCNCCC#N)C(C)(C)[C@@H]5CC[C@]43C)[C@@H]12	79	97	84	86	76	98	75	106
c1ccc(-c2noc3ncnc(Nc4ccc(N5CCOCC5)cc4)c23)cc1	104	105	98	92	98	101	100	98
O=C(c1ccccc1)C1(Br)CCCCC1	88	98	97	96	87	99	87	96
CC(=O)OCC(=O)C1(O)CCC2C3CCC4CC(=O)CCC4(C)C3C(=O)CC21C (stereo not drawn)	90	103	89	95	106	98	107	95
Cc1[nH]nc2c1C(c1ccccc1)N(Cc1ccccc1)OC2 (stereo not drawn)	92	97	99	103	97	102	99	98
Cc1nc2cc(Nc3nc(-c4ccc(Cl)cc4)nc(N4CCOCC4)n3)ccc2n1Cc1ccccc1	75	nt	86	85	nt	97	103	99
COc1cc2nc(-c3ccc(-c4nn[nH]n4)cc3)[nH]c(=O)c2cc1OC	132	114	31	102	108	102	97	99
O=S(=O)(c1ccccc1)n1ccc2c1-c1oncc1CCC2	103	94	94	97	nt	108	96	106
N#Cc1ccc(-c2nn(-c3ccc(C(=O)O)cc3)cc2CNc2ccc(F)cc2)cc1	125	89	95	95	89	101	77	98
BrC/C=C/C[P+](c1ccccc1)(c1ccccc1)c1ccccc1	60	38	44	54	70	50	2.3*	27
O=S(=O)(NCCNc1nccc(-c2c(-c3cccc(F)c3)nc3sccn23)n1)c1ccc(Br)cc1	77	51	34	31	59	52	39	83
CC(C)=CCc1ccc(O)cc1	146	125	87	110	105	117	93	99
Cc1c(C(C)C)cc(C(C)C)c(CN(C)C)c1C	107	nt	99	109	106	107	97	104
O=C1/C(=C\c2ccc(Cl)cc2)N=C(c2cnccn2)N1c1cccc2cccnc12	82	102	95	85	nt	113	84	85
Nc1ccc(/C=N/Nc2ccnc3c(N)cccc23)c2cccnc12	-18*	-26*	-44*	83	32	-79*	-91*	-64*
CC(C(=O)O)N1C(/N=C/c2ccc(Br)cc2)=NNC1(C)c1ccccc1O (stereo not drawn)	82	38	65	92	69	82	69	57
C=C(C)c1ccc(/C=N/NC(N)=S)cc1	131	64	118	95	8.0*	87	97	77
O=S(=O)(NCCNc1nccc(-c2c(-c3cccc(F)c3)nc3occn23)n1)c1ccc(F)cc1	68	68	61	57	81	82	66	96
c1ccc2c(c1)COC(NNC1=Nc3ccccc3CO1)=N2	79	81	108	97	101	152	101	123
Cc1cc(N2CCC(N3CCCC3)CC2)nc(/N=C(\N)Nc2ccc(Cl)c(Cl)c2)n1	nt	-12*	-22*	-94*	2.6*	-86*	-91*	-8.0*
O=C1c2ccccc2C(=O)N1Cc1cccc(I)c1	78	97	110	102	86	117	94	90
CN1C(=O)/C(=C/c2ccc3ncsc3c2)NC1=NC12CC3CC(CC(O)(C3)C1)C2	22	5.1*	17	-91*	12	37	-53*	17
COc1cc(OC)cc(N2CCN(C(=O)Nc3nc4cc(F)ccc4nc3OC)CC2)c1	40	15	20	-42*	nt	1.1*	24	35
CCOC(=O)Nc1cccc(-n2cnc3cc(-c4ccc(O)cc4)ccc32)c1	116	24	28	9.1*	43	30	41	47
Clc1ccccc1/C=C/c1nn2c(-c3cccc(Br)c3)nnc2s1	102	104	100	102	83	103	100	86
COc1ccc(C2C=C(c3ccc(N)cc3)N=C3SC=C(C)N32)cc1OC (stereo not drawn)	92	84	72	103	nt	97	85	99
CC1=C(C(=O)c2ccccc2)CC(c2ccccc2)=NN1	50	123	111	101	79	93	93	84
O=S(=O)(O)c1cc(O)c2c(O)cc(S(=O)(=O)O)cc2c1	108	120	nt	91	97	105	95	91
COc1ccc(NC(=O)CSc2nnc(-c3ccc(-c4nc5ccccc5[nH]4)cc3)o2)cc1OC	109	38	98	63	98	103	78	81
CCC(CC)C(=O)OCC(=O)[C@@]1(O)CC[C@H]2[C@@H]3CCC4=CC(=O)CC[C@]4(C)[C@H]3[C@@H](O)C[C@@]21C	67	73	71	83	83	98	93	99
O=C(Cc1ccccc1)c1ccc(N2CCOCC2)cc1	nt	98	97	106	nt	102	105	104
COc1cc2[nH]c(=O)c3c4cccnc4cn3c2cc1OC	nt	101	87	106	89	104	107	103

Another view of some results above.
mol,HOP-92,CCRF-CEM,A549/ATCC,SK-MEL-5,EKVX,M14,LOX IMVI,HOP-62
Cc1c(C(C)C)cc(C(C)C)c(CN(C)C)c1C,107,nt,99,109,106,107,97,104
O=C1/C(=C\c2ccc(Cl)cc2)N=C(c2cnccn2)N1c1cccc2cccnc12,82,102,95,85,nt,113,84,85
Nc1ccc(/C=N/Nc2ccnc3c(N)cccc23)c2cccnc12,-18*,-26*,-44*,83,32,-79*,-91*,-64*
CC(C(=O)O)N1C(/N=C/c2ccc(Br)cc2)=NNC1(C)c1ccccc1O (stereo not drawn),82,38,65,92,69,82,69,57
C=C(C)c1ccc(/C=N/NC(N)=S)cc1,131,64,118,95,8.0*,87,97,77
O=S(=O)(NCCNc1nccc(-c2c(-c3cccc(F)c3)nc3occn23)n1)c1ccc(F)cc1,68,68,61,57,81,82,66,96
c1ccc2c(c1)COC(NNC1=Nc3ccccc3CO1)=N2,79,81,108,97,101,152,101,123
Cc1cc(N2CCC(N3CCCC3)CC2)nc(/N=C(\N)Nc2ccc(Cl)c(Cl)c2)n1,nt,-12*,-22*,-94*,2.6*,-86*,-91*,-8.0*
O=C1c2ccccc2C(=O)N1Cc1cccc(I)c1,78,97,110,102,86,117,94,90
CN1C(=O)/C(=C/c2ccc3ncsc3c2)NC1=NC12CC3CC(CC(O)(C3)C1)C2,22,5.1*,17,-91*,12,37,-53*,17
COc1cc(OC)cc(N2CCN(C(=O)Nc3nc4cc(F)ccc4nc3OC)CC2)c1,40,15,20,-42*,nt,1.1*,24,35
CCOC(=O)Nc1cccc(-n2cnc3cc(-c4ccc(O)cc4)ccc32)c1,116,24,28,9.1*,43,30,41,47
Clc1ccccc1/C=C/c1nn2c(-c3cccc(Br)c3)nnc2s1,102,104,100,102,83,103,100,86
COc1ccc(C2C=C(c3ccc(N)cc3)N=C3SC=C(C)N32)cc1OC (stereo not drawn),92,84,72,103,nt,97,85,99
CC1=C(C(=O)c2ccccc2)CC(c2ccccc2)=NN1,50,123,111,101,79,93,93,84
O=S(=O)(O)c1cc(O)c2c(O)cc(S(=O)(=O)O)cc2c1,108,120,nt,91,97,105,95,91
COc1ccc(NC(=O)CSc2nnc(-c3ccc(-c4nc5ccccc5[nH]4)cc3)o2)cc1OC,109,38,98,63,98,103,78,81
CCC(CC)C(=O)OCC(=O)[C@@]1(O)CC[C@H]2[C@@H]3CCC4=CC(=O)CC[C@]4(C)[C@H]3[C@@H](O)C[C@@]21C,67,73,71,83,83,98,93,99
O=C(Cc1ccccc1)c1ccc(N2CCOCC2)cc1,nt,98,97,106,nt,102,105,104
COc1cc2[nH]c(=O)c3c4cccnc4cn3c2cc1OC,nt,101,87,106,89,104,107,103

Of the compounds above, these contain two or more sulfur atoms.
SMILES	HOP-92	CCRF-CEM	A549/ATCC	SK-MEL-5	EKVX	M14	LOX IMVI	HOP-62
O=S(=O)(NCCNc1nccc(-c2c(-c3cccc(F)c3)nc3sccn23)n1)c1ccc(Br)cc1	77	51	34	31	59	52	39	83
O=S(=O)(O)c1cc(O)c2c(O)cc(S(=O)(=O)O)cc2c1	108	120	nt	91	97	105	95	91

(more compounds)
SMILES	HOP-92	CCRF-CEM	A549/ATCC	SK-MEL-5	EKVX	M14	LOX IMVI	HOP-62
O=C(CSc1nnc(-c2ccncc2)o1)N/N=C/c1ccc([N+](=O)[O-])cc1	94	101	98	101	100	100	93	98
CC(=O)Cc1nc2c(sc3nc(C)c(Br)c(C)c32)c(=O)[nH]1	nt	104	87	98	92	112	95	93
c1ccc(-c2ccnc3c2c(-c2ccccc2)nn3-c2ccccc2)cc1	105	90	90	100	101	92	99	99
S=c1nc[nH]c2c1ncn2C1CCCCO1 (stereo not drawn)	87	103	100	100	103	97	80	97
COC(=O)c1c(Nc2ccc(OC)cc2)n[nH]c1N	107	83	93	103	106	106	119	104
CCCC1CCCCC1Br (stereo not drawn)	nt	92	103	103	nt	106	94	103
O=C1OCC2=C1C(c1cccc(F)c1)c1cc3c(cc1N2CCO)OCCO3 (stereo not drawn)	67	7.5*	18	8.3*	38	-9.6*	31	30
CCCCCCNc1nc(N2CCOCC2)c2[nH]c(NCCCCCC)nc2n1	-78*	-32*	-90*	-91*	-52*	-98*	-100*	-96*
COc1ccc(OCCCC(=O)Nc2nnc(C3CC3)s2)cc1	92	117	65	93	92	119	95	99
COc1cc(-c2n/c(=C\c3c(O)[nH]c4ccc(Cl)cc34)cc3c2=Nc2ccccc2-3)cc(OC)c1OC	-25*	nt	-39*	45	39	0.8*	-64*	-8.8*
COc1c(Cl)c(Cl)cc(Cl)c1Cl	99	96	64	100	103	90	100	99
Cc1nn(-c2ccccc2)c2nc3c(cc12)C(=O)c1ccccc1-3	100	109	98	100	nt	108	104	114
COc1cc(C(=O)O/N=C(\N)Cc2cccc3ccccc23)cc(OC)c1OC	-7.4*	-5.0*	12	-98*	nt	-73*	-82*	28
CCSC(=O)NCc1ccco1	69	70	70	101	108	98	40	87
CCCCNc1nc2c([nH]1)c(=O)n(C)c(=O)n2C	nt	98	92	104	100	106	98	110
CCN(CC)CCN(CC)c1ccccc1	nt	109	107	101	nt	96	101	105
Cn1cc(-c2csc(-c3cn(CCCN4CCCCC4)c4ccc(F)cc34)n2)c2cccnc21	49	-30*	92	-28*	77	-73*	85	99
Fc1cc(-c2nnc3n2NC(=Nc2ccc(Cl)cc2)CS3)c(Cl)cc1Cl	-19*	214	88	89	95	92	86	74
COc1ccc2c(c1)c(-c1nc(-c3cn(C)c4ncccc34)cs1)cn2C(=O)OC(C)(C)C	99	53	95	80	104	94	nt	95
N#C/C(=C\c1ccc(N2CCCCC2)cc1)C(=O)Nc1sc2c(c1C#N)CCC2	89	-4.1*	91	99	98	102	90	95
O=S(=O)(CCCl)c1ccc(Cl)cc1	45	12	79	81	nt	82	18	88
COc1ccccc1CNCCCN1C(=O)c2ccc3c4c(ccc(c24)C1=O)C(=O)N(CCCNCCCN)C3=O	nt	7.9*	9.8*	-98*	35	-44*	-7.1*	12
O=C(O)c1cn(C2CC2)c2cc(N3CCN(C(=O)c4cc(-c5ccccc5)nc5ccccc45)CC3)c(F)cc2c1=O	81	nt	93	92	88	86	61	90
CC(=O)Oc1ccc(I)cc1C(=O)O	81	103	71	95	107	100	108	84
CCOC(=O)C1=C(C)OC(N)=C(C#N)C1c1cc(=O)oc2ccc(C)cc12 (stereo not drawn)	122	102	103	99	101	92	83	99
Cc1ccc2oc(=O)cc(CSC(=S)N3CCCCC3)c2c1	76	98	96	100	97	95	96	90

Source: PubChem
